Compound activity: PubChem BioAssay, Fisher Drug Discovery Resource Center
mcGAS inh: mouse cGAS inhibition by luminescence | recombinant cGAS, Kinase-Glo ATP depletion luminescence | inhibition, % at 12.5 µM | actives 0.15% (n = 160,000);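 note: 0% = negative control wells and 100% = reference inhibitor with no enzyme activity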
NPYLR7 ag: mosquito NPYLR7 agonism; HEK293T NPYLR7/Galpha15, GCaMP6s calcium fluorescence; AID 1259423; actives 0.15% (n = 270,000); activation, % at 10 µM; in the data active = activation above about 40%;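 note: 0% = vehicle and 100% = reference agonist at the receptor; some compounds past the cut are filed as inactive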
hcGAS inh: human cGAS inhibition. recombinant h-cGAS, ATP depletion, Kinase-Glo luminescence. actives 0.081% (n = 290,000). inhibition, % at 12.5 µM;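 note: 0% = vehicle reaction and 100% = reaction without DNA for no activity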
Target sequence (Q8N884 whole entry, looked up): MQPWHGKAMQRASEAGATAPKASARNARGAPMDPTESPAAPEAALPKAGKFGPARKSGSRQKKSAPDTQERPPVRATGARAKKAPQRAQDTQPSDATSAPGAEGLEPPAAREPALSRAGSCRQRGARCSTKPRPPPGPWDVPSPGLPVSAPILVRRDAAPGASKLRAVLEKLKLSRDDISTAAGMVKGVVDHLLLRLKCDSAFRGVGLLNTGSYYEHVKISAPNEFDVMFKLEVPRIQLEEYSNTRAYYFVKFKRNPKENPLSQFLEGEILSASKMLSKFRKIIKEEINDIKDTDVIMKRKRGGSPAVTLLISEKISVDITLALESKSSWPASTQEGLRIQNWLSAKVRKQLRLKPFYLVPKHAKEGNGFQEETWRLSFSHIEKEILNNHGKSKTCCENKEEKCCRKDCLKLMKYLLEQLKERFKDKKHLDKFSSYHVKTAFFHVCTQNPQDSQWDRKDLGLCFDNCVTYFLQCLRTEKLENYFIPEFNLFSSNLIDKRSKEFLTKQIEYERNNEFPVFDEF
* hit, by the source's call; . = no result given; & = joins results of further samples. Cut-off read from the data, not from the text of the source, unless noted: active = inhibition above about 40%; inactive = the rest.

SMILES | mcGAS inh | NPYLR7 ag | hcGAS inh
CCOP(=O)(Cc1ccc(NC(=O)C(C)(C)Oc2ccccc2Cl)cc1)OCC | -3 | 15 | -3
COCCn1cc(C(=O)Nc2ccc3c(c2)OCO3)c2nn(-c3ccccc3)c(=O)c-2c1 | -9 | 5 | -4
CC(C)COc1nc(-c2cccc(C(F)(F)F)c2)n(-c2ccc(NC(=O)c3ccc4c(c3)OCO4)cc2)n1 | 0 | . | 0
COC(=O)CCCC(=O)N1CCC(c2nc(-c3ccc(Cl)cc3)no2)CC1 | 2 | 0 | -3
CC(=O)N1CCN(c2cc3c(cc2F)c(=O)c(C(=O)Nc2nnc(C(C)C)s2)cn3C2CC2)CC1 | -8 | 5 | -11
O=C(/C=C\c1ccc2c(c1)OCO2)Nc1c2c(nn1-c1cccc(Cl)c1)CSC2 | . | 2 | -3
Nc1ncnc(Nc2ccc(F)cc2)n1 | -5&-5 | 0&8 | -4&-3
N#CCCn1cnc2ccccc21 | . | 2 | -4
COc1ccc(C(=O)CSc2ccc3nnc(CCNS(=O)(=O)c4ccccc4)n3n2)cc1 | -7 | 2 | -3
O=C(C1=COCCO1)N(CCCN1CCOCC1)c1nc2ccc(F)cc2s1 | -6 | -6 | -3
COc1ncccc1NC(=O)N(CCN1CCOCC1)C1CCCC1 | . | 2 | -4
CCOCCN1N=C(C)Cn2c1nc1c2c(=O)n(CCC(C)C)c(=O)n1C | . | -13 | -1
O=C(c1ccc2snnc2c1)N1CCOC(Cc2ccccc2)C1 (stereo not given) | -7 | 23 | -1
CCOc1ccc(N2C(=O)CSC2c2ccc(NC(=O)COCc3ccccc3)cc2)cc1 (stereo not given) | -4 | 11 | -5
CCNCc1nccn1Cc1ccc(Cl)c(Cl)c1 | 1 | -12 | -1
Cc1nn(C)c(C)c1S(=O)(=O)N1CCN(C(c2ccccc2)c2ccc(Cl)cc2)CC1 (stereo not given) | -7 | 2 | -5
Oc1ccc(C2Nc3cccc4cccc(c34)N2)c(O)c1 | -3 | 9 | 1
O=C(COCC1CC1)N1CCc2[nH]c3ccccc3c2C1 | . | 4 | -17
O=C(NC1CCCC1)C1CC(=O)N(C2CCCCCCC2)C1 (stereo not given) | . | -7 | 6
CC(C)NC(=O)N(Cc1ccco1)Cc1ccccc1OS(=O)(=O)c1ccc(F)cc1 | -3 | 7 | -3
COc1ccc(CCN(C)C(=O)c2cc(-c3ccccc3F)nn2-c2cccc([N+](=O)[O-])c2)cc1OC | -5 | 12 | -7
CC1SC(c2ccc(Cl)c(Cl)c2)N(CCO)C1=O (stereo not given) | -5 | -1 | -2
Cc1nnc2ccc(-c3ccc(NS(=O)(=O)c4ccccc4)cc3)nn12 | -7 | -11 | -4
CCOC(=O)C1c2c(OC)ccc3c2C(=CC(C)(C)CO3)CN1C(=O)N1CCOCC1 (stereo not given) | -6 | 2 | 9
CNC(=O)C1CCCCN1C(=O)c1cccc(Cl)c1 (stereo not given) | . | 1 | -2

The listing continues:
SMILES | mcGAS inh | NPYLR7 ag | hcGAS inh
Cc1cc(C)c2c(NC(=O)c3ccccn3)c(C(=O)N3CCOCC3)sc2n1 | . | 12 | -6
CC(C)(C)n1ncc2c(=O)n(NC(=O)c3ccc([N+](=O)[O-])cc3)cnc21 | . | 5 | -11
COC(=O)C1CCCc2c1cnn2CC(=O)NCc1ccc(Cl)cc1 (stereo not given) | -18 | 1 | -6
CC(C)c1nc(SCC(=O)N2CCNC2=O)nn1-c1ccccc1 | . | 14 | 3
Oc1cccc(-c2cc(C3CCN(Cc4ccc5nonc5c4)C3)ccn2)c1 (stereo not given) | -10 | . | -8
CC(=O)Nc1c2c(nn1CC(=O)NCc1ccco1)CSC2 | 0 | -3 | 0
CCn1c(CN2CCC(c3cc(C(C)C)n[nH]3)CC2)nc2ccccc21 | . | -4 | 0
O=S(=O)(C1CC1)N1CCn2cncc2C1 | -14 | 10 | -2
O=C1CC(Nc2ccc(N3CCOCC3)cc2)C(=O)N1c1ccccc1F (stereo not given) | -6 | -5 | -8
c1cnn(CC2CCN(c3ccc(-c4nc(C5CC5)no4)cn3)CC2)c1 | -12 | 14 | -7
Nc1nc2ccccc2n2nnnc12 | . | 1 | -5
CC(C)(C)C(=O)NC1(C(F)(F)F)NC(=O)N(c2ccc(F)c(Cl)c2)C1=O (stereo not given) | . | 14 | -10
Cn1cccc1C(=O)NC(=O)COC(=O)c1ccc(Br)o1 | . | 3 | 2
CCNC(=O)N(Cc1cccc(Cl)c1)CC1CC(c2cccc(F)c2)=NO1 (stereo not given) | 2 | -13 | 3
COC(=O)c1ccccc1C(=O)N1CCCC(CCC(=O)NCc2ccccc2F)C1 (stereo not given) | . | 6 | -3
CCc1ccccc1-n1ccc2c(cnc3ncnn32)c1=O | . | 5 | -8
COc1ccc(-c2nc3ccc(C)cn3c2NC(C)=O)cc1OC | -7 | -5 | -6
CCCNc1nc(SC)nc2c1cnn2CCNC(=O)Cc1ccc(OC)cc1 | -7 | . | -2
CC(NC(=O)c1ccccc1N1CCC(NS(=O)(=O)c2ccc(Cl)cc2)CC1)c1ccccc1 (stereo not given) | -7 | 0 | -7
Cc1ccnc(CC(C)N(C)C(=O)c2cc3cnccc3nc2C)c1 (stereo not given) | . | 2&3 | -1&-11
COCCNC(=O)c1cccc2c(-c3cnn(C)c3)coc12 | -8 | 1 | -4
O=C1NCCN(Cc2ccccc2C(F)(F)F)C1CC(=O)N1CCC(O)CC1 (stereo not given) | . | 3 | 1
COCCn1cc(NS(=O)(=O)c2c(C)c(C)cc(C)c2C)ccc1=O | . | -2 | -4
CC(Cc1scc(C)[n+]1-c1ccccc1)=Nc1ccccc1 | . | -1 | -5
CC1CC1C(=O)OCc1nccn1Cc1ccccc1 (stereo not given) | . | 2 | -8

(more compounds)
SMILES | mcGAS inh | NPYLR7 ag | hcGAS inh
O=C(NCCCN1CCCC1=O)c1ccc(-c2cc(-c3ccccc3)n[nH]2)cc1 | -5 | 0 | -6
CCCN1CCN(c2nc3c(c(=O)[nH]c(=O)n3C)n2Cc2ccccc2C)CC1 | . | -9 | -5
CCC(=O)N(c1nnc(SCC(=O)NC(=O)c2cccn2C)s1)C1CC1 | . | 0 | -2
Cc1cc(C)cc(OCCN(C)C(=O)c2ccc(CN3CCCC3)o2)c1 | -7 | . | -6
CCOC(=O)c1c(NC(=O)CC2Nc3cc(C)c(C)cc3NC2=O)sc2c1CCCC2 (stereo not given) | -1 | -9 | 7
Cc1c(C(=O)NC2CCc3c(O)cccc32)nnn1-c1ccc2c(c1)OCCO2 (stereo not given) | -16 | 2 | -4
O=C(CCNC(=O)c1cc(C2CC2)[nH]n1)Nc1nccs1 | -15 | -4 | -9
Cc1cccc(NC(=O)N(CC2CCOC2)C2CC2)c1 (stereo not given) | . | 4 | -14
O=C(NC1CCN(c2ccccc2C(=O)NCc2ccco2)CC1)c1ccco1 | -5 | -3 | -4
CC1Oc2ccccc2N(Cc2ccc(Cl)cc2)C1=O (stereo not given) | . | 9 | 1
CC(C(=O)Nc1ccc(F)cc1F)N(C)Cc1nc2ccccc2s1 (stereo not given) | -1 | 8&6 | -5&-5
CCOc1ccc(-c2nc(CN3CCN(C(=O)c4ccccc4OC)CC3)c(C)o2)cc1 | -14 | 0 | 1
Cc1ccc2nc(SCC(=O)OCc3ccccc3)nc(=O)n2c1 | -8 | 1 | -10
Cc1ccccc1CCC1CCCN(C(=O)Cc2c(C)[nH]c(=O)[nH]c2=O)C1 (stereo not given) | . | 3 | -2
COCCNC(=O)C(NC(=O)c1ccc(F)cc1)C1CCN(C(=O)c2ccccc2F)CC1 (stereo not given) | -4 | 5 | -5
O=C(Nc1ccc2c(c1)OCO2)C1CCN(C(=O)C=Cc2cc(Cl)cc(Cl)c2)CC1 | -8 | -6 | -4
CC(=O)Oc1cccc(C(=O)N2CCC(c3nc(-c4ccc(Cl)cc4F)no3)CC2)c1C | -2 | 5 | -4
O=C(NC1CCN(c2ccccc2C(=O)NCc2cccnc2)CC1)c1ccc(Cl)cc1 | -7 | 19 | -6
COc1cn(CC(=O)Nc2ccccc2)c(CSc2nccc(C)n2)cc1=O | -6 | -4 | -4
N#CC(=C1NS(=O)(=O)c2ccccc21)c1nc(C23CC4CC(CC(C4)C2)C3)cs1 | . | -5&-5 | -6&7
CC(C)N1CCN(C(=O)c2ccc(N3C[C@H]4C[C@H](C3)[C@H]3CCCC(=O)N3C4)nc2)CC1 | -6 | . | -9
COc1cc(Cl)c(C)cc1NS(=O)(=O)c1cncc(F)c1 | -5 | -1 | -8
COc1ccc(CCOC(=O)[C@@H]2CCCN2C(=O)CC2Cc3ccccc3C2)cc1OC | -7 | -2 | -3
COC(=O)C1=C(C)N=c2s/c(=C\c3ccc(Cl)c(Cl)c3)c(=O)n2C1c1ccc(OC)cc1 (stereo not given) | -5 | 2 | -6
CC(CNc1ccc(C#N)cc1F)N1CCN(C)CC1 (stereo not given) | . | -2 | -2

The final 3 records of the part above come first, to join the parts:
SMILES | mcGAS inh | NPYLR7 ag | hcGAS inh
COc1ccc(CCOC(=O)[C@@H]2CCCN2C(=O)CC2Cc3ccccc3C2)cc1OC | -7 | -2 | -3
COC(=O)C1=C(C)N=c2s/c(=C\c3ccc(Cl)c(Cl)c3)c(=O)n2C1c1ccc(OC)cc1 (stereo not given) | -5 | 2 | -6
CC(CNc1ccc(C#N)cc1F)N1CCN(C)CC1 (stereo not given) | . | -2 | -2
CCn1cc(CN2CCC(C(=O)Nc3cccc(-c4nnc(C)s4)c3)CC2)c(C)n1 | . | 9 | -9
CC(C)Cc1nnc(NC(=O)c2cccc(C#N)c2)s1 | . | -4 | -3
CCC(=O)NCCc1c[nH]c2ccc(OC)cc12 | -5 | -6 | -3
CC(C)(C)n1ncc2c(=O)n(NC(=O)c3ccc(-c4ccccc4)cc3)cnc21 | . | 0 | -14
CCC1C(=O)N(C)CCN1C(=O)c1ccc(CSc2ccccn2)cc1 (stereo not given) | -13 | 3 | -6
Cc1ccc2c(c1)c(C(=O)NCc1cccnc1N1CCN(C)CC1)nn2C | . | -3 | 1
COc1ccccc1N1CCN(c2ccc(NC(=O)Nc3ccc(C)cc3C)cc2C(=O)NCCc2ccccc2)CC1 | -7 | -3 | -7
Cc1cc(=O)[nH]c(NCCNCc2cnc(-c3ccccc3C)s2)n1 | . | -4 | -13
COc1cccc2c1N(C(=O)C1COc3ccccc3O1)CCC2 (stereo not given) | . | 1 | -3
COc1ccc(-c2coc3c(C(=O)NCC4CCOCC4)cccc23)c(C)c1 | -5 | -16 | -5
OCCNc1nc(NCCc2cccs2)nc2c1cnn2-c1ccc(F)cc1 | -7 | -1 | -6
COc1cc2c(cc1OC)C(c1cccc(Cl)c1)N(C(=O)c1c(F)cccc1F)CC2 (stereo not given) | 1 | -9 | -4
CCn1cc(C(CC(=O)N2CCC(Cc3ccccc3)CC2)c2cccc(Cl)c2)c2ccccc21 (stereo not given) | -5 | 7 | -1
CNCc1cc(-c2ccc(F)cc2OC)ccc1OC | 1 | 1 | -5
CCONC(=O)c1ccc(C(=O)NOCC)s1 | -13 | -4 | -6
Cc1cc(-c2ccc(C(C)N3CCCCC3)cc2)cnc1N (stereo not given) | -11 | 18 | -5
COc1ccc(-c2cnc3ncnn3c2N2CCN(S(=O)(=O)c3cccc(OC(F)(F)F)c3)CC2)cc1OC | -6 | . | -4
Cc1cc2n(n1)CCN(c1cc(N3CCOCC3)nc(N)n1)C2 | -8 | -4 | -3
CCc1nn(C(CC)C(=O)NC2CCC(C)CC2)c(=O)c2cc3oc(C)cc3n12 (stereo not given) | -3 | 2 | -6
O=c1oc2ccc3ccccc3c2cc1-c1csc(Nc2cccc(C(F)(F)F)c2)n1 | -6 | 3 | -5
CCSc1nc2c(c(=O)[nH]1)C(c1cccs1)C1C(=O)CC(C)(C)CC1=N2 (stereo not given) | . | -1 | -1
COc1cccc(CC2CN(CC(=O)NCc3cccs3)CCO2)c1 (stereo not given) | -12 | 4 | -5
CCC(=O)Oc1cc(C)[nH]c(=O)c1[N+](=O)[O-] | -7 | 1 | -5
Cc1nc2c(=O)n(CC(=O)N3CCc4ccccc43)nc(-c3ccc(F)cc3)c2s1 | -9 | 2 | -1
CCC(C(=O)N(Cc1ccc(F)cc1)Cc1cc(NC(=O)NC(C)C)ccc1N(C)C)c1ccccc1 (stereo not given) | -8 | 32 | -1

Next entries:
SMILES | mcGAS inh | NPYLR7 ag | hcGAS inh
CC(C)CN(CC(=O)N(Cc1ccc2c(c1)OCO2)Cc1cccs1)C(=O)Nc1ccc(C#N)cc1 | -3 | -2 | -4
Cc1cc(Cn2nnc3ccccc32)no1 | . | 2 | -7
NC(=O)c1ccsc1NC(=O)CCC(=O)NNC(=O)c1ccncc1 | -1 | 1 | 3
CCCC(C)C(=O)N1CCc2cc(OC)c(OC)cc2C1c1ccc(F)cc1 (stereo not given) | -3 | 14 | -4
COc1ccc2c(c1OC)C(=O)OC2NC(N)=O (stereo not given) | 3 | 11 | 4
Cc1ccc(CN2CCCn3cccc3C2c2cc(F)ccc2F)c(C)c1 (stereo not given) | -6 | 13 | -6

Sorted by molecular weight (high to low): 3 of the compounds above
SMILES | mcGAS inh | NPYLR7 ag | hcGAS inh
Cc1ccc(CN2CCCn3cccc3C2c2cc(F)ccc2F)c(C)c1 (stereo not given) | -6 | 13 | -6
NC(=O)c1ccsc1NC(=O)CCC(=O)NNC(=O)c1ccncc1 | -1 | 1 | 3
Cc1cc(Cn2nnc3ccccc32)no1 | . | 2 | -7

Exported field by field: part of the list above
Cc1ccc(CN2CCCn3cccc3C2c2cc(F)ccc2F)c(C)c1 (stereo not given)
  mcGAS inh = -6
  NPYLR7 ag = 13
  hcGAS inh = -6
CC(C)CN(CC(=O)N(Cc1ccc2c(c1)OCO2)Cc1cccs1)C(=O)Nc1ccc(C#N)cc1
  mcGAS inh = -3
  NPYLR7 ag = -2
  hcGAS inh = -4
